Screening data (PubChem)
PTEN del growth: suppresses growth of cells with PTEN deletion; viability, % at 10 µM; 140,000 compounds, 1.2% hits; HCT116 PTEN-null viability, CellTiter-Glo, 60 h; stronger effect = lower value;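 active = viability at or below a set limit, 4 SD under the median of all tested compounds, cut at about 3.7% in these data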;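 also: PTEN knockout HCT116 line with beta catenin targeted HCT116 as companion control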
NPY-Y2 antag: blocks the human neuropeptide Y Y2 receptor | 140,000 compounds, 0.99% hits | NPY-Y2 expressing cells, antagonist mode | AID 793 | inhibition, % at 2.7 µM; in the data active = inhibition above about 17%;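 also: 0% = vehicle with agonist challenge and 100% = reference antagonist with challenge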
Target sequence (P49146 whole entry, looked up): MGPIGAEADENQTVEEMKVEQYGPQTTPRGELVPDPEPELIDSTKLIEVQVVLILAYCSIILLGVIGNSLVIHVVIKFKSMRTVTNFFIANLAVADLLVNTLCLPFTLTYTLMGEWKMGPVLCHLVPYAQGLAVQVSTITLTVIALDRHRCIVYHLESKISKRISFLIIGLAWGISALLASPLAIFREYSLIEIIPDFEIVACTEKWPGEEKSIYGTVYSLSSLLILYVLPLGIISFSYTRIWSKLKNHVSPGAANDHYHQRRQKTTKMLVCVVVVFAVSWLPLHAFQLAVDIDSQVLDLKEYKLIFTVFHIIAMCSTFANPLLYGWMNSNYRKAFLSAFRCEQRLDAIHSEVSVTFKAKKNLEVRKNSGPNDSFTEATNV
E-sel TNF inh: blocks E-selectin expression induced by TNF alpha; HUVEC TNFa-induced E-selectin immunofluorescence, high content; inhibition, % at 2 µM; 120,000 compounds, 0.71% hits; AID 1246;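 active = inhibition above the batch mean plus 3 SD, and confirmed as a hit on visual image review, cut at about 43% in these data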;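 also: 0% = TNF-stimulated DMSO wells and 100% = unstimulated control wells; not every result past the cut was called active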
MRP-1 activ: activators of MRP-1; H69AR cells + doxorubicin, viability rescue, CellTiter-Glo; viability increase, % at 10 µM; 140,000 compounds, 0.61% hits; AID 799;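 active = viability gain under doxorubicin at or above a set limit, the compound median plus 3 SD, cut at about 4.7% in these data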;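 also: MRP-1 overexpressing cells given doxorubicin 25 µM after compound pretreatment; 18-22 h compound pretreatment then 72 h with doxorubicin before readout; 0% = doxorubicin-only wells and 100% = vehicle-treated cells without doxorubicin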
Phagocyt inh: blocks phagocytosis by macrophages; inhibition, % at 5 µM; J774A.1 macrophage IgG-bead phagocytosis, imaging; 110,000 compounds, 0.07% hits;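 active = inhibition above the mean of the plate negative controls plus 5 SD, cut at about 13% in these data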;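 also: phagocytic index as fraction of beads internalized from green versus red external bead signal; plate controls were DMSO negative control for no effect and cytochalasin-D positive control for full effect; some results beyond the cut were filed as inactive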
Yeast lifespan up: extends the lifespan of yeast; 130,000 compounds, 0.68% hits; inhibition of the nicotinamide effect, % at 10 µM; S. cerevisiae growth with nicotinamide, OD615; deaD strain in restrictive glucose medium;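 active = inhibition above a set limit, placed 3 SD over the median of all compounds, cut at about 26% in these data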;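 also: 0% = nicotinamide-treated wells and 100% = cells grown without nicotinamide; some compounds called inactive have numbers as strong as hits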
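Measured by: optical density (absorbance) at 615 nm; System: modified budding yeast, DeaD strain; Medium: restrictive CSMM-D dextrose medium; Timing: 4 h preincubation then 48 h treatment at 30 °C.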
BB579 growth dn: yeast BB579 growth reduction in restrictive medium. S. cerevisiae BB579 growth, OD615, 48 h. AID 804. inhibition, % at 10 µM. 140,000 compounds, 0.51% hits;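 active = inhibition above a set limit, 3 SD over the mean compound inhibition, cut at about 44% in these data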; also: inactives centre near -24
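Detection: OD615 turbidity measurement; Material: Saccharomyces cerevisiae DeaD strain BB579, replicative lifespan model yeast; Timing: 48 h exposure, 30 °C; Doses: single 10 µM dose; Medium: CSMM-D restrictive synthetic medium containing dextrose (glucose); Controls: amphotericin B at 10 µg/mL as positive control.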
Measles CPE: protection of cells from measles virus; 140,000 compounds, 1.5% hits; Measles virus-infected cells, CPE protection, absorbance; protection (pct of control), % at 4 µM; AID 841; in the data active = protection mostly above about 24%, no sharp cut-off; inactive = mostly below about 26%; also: some compounds called inactive have numbers as strong as hits
GALR2 antag: antagonists of human galanin receptor 2 (GALR2); O43603; GALR2-expressing cells, antagonist mode; inhibition, % at 4 µM; 140,000 compounds, 0.39% hits; AID 828; in the data active = inhibition above about 27%;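 also: cells stimulated with galanin 1-16 at roughly its EC80; 0% = agonist challenge control and 100% = basal control without agonist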
Target sequence (O43603 whole entry, looked up): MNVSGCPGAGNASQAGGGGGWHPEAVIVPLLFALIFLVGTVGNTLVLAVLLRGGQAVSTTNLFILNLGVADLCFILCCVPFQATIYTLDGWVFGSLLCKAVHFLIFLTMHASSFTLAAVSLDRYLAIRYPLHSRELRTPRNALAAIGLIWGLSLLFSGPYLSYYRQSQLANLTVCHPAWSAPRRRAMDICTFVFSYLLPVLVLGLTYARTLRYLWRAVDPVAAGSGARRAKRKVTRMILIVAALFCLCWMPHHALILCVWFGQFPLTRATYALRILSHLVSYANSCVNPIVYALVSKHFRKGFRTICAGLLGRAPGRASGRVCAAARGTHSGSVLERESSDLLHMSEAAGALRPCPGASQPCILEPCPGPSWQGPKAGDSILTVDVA
bCat KO growth: beta-catenin-lacking colon tumor cell growth suppression; 140,000 compounds, 1.5% hits; HCT116 beta-catenin knockout viability, CellTiter-Glo, 60 h; stronger effect = lower value; viability, % at 10 µM;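 active = viability at or under a set limit, the compound median less 4 SD, cut at about 6% in these data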;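 also: 0% = Hyamine 1622 control at 20 µM and 100% = untreated cell control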
* = called active by the depositor; / = no result given.

Compound	PTEN del growth	NPY-Y2 antag	E-sel TNF inh	MRP-1 activ	Phagocyt inh	Yeast lifespan up	BB579 growth dn	Measles CPE	GALR2 antag	bCat KO growth
COC(=O)C1=C(C)N(C)C(C)=C(C(=O)OC)C1c1ccccn1	103	1	-8	-1.1	-2	-9	-14	4	-1	90
Cc1ccc(SCc2[nH]nc3c2C(c2ccco2)C(C#N)=C(N)O3)cc1 (stereo not given)	57	127*	-44	-3.2	-3	0	-10	4	-1	53
Cc1ccc(C)c(NC(=O)Cn2nc(C(F)(F)F)cc2C2CC2)c1	10	5	0	-2.7	0	-14	-10	7	6	5.3*
Cc1ncc2c(c1OC(=O)c1ccc([N+](=O)[O-])cc1)COC(C)(C)OC2	99	1	-20	-1.7	-1	-11	-39	12	5	109
Cc1ccc([N+](=O)[O-])cc1N/C=C/C(=O)c1ccco1	56	3	3	-5.2	/	-14	-24	8	7	70
CCCN1C(=O)SC(CC(=O)Nc2cccc3ccccc23)C1=O (stereo not given)	83	-3	12	2.0	/	/	-36	6	3	86
Cc1ccc(N(C(=O)CCC(=O)Nc2cc(C)on2)C(C(=O)NC2CCCC2)c2cccs2)cc1 (stereo not given)	95	3	-36	-0.2	/	-3	-54	9	7	83
Cc1ccc2[nH]c(=O)c(-c3nc4ccccn4c3NCc3ccco3)cc2c1	19	5	31	-6.7	-1	-12	-31	8	14	51
CN(C)c1ccc(C(CNC(=O)c2ccc(F)cc2)c2c[nH]c3ccccc23)cc1 (stereo not given)	48	0	-4	-4.6	-7	8	-5	12	6	51
CCOc1ccc(NC(=O)CC2C(=O)N(c3ccc(OC)cc3)C(=O)N2CCc2cccs2)cc1 (stereo not given)	72	7	/	1.4	-1	-4	-25	8	-18	87
C=CCN1C(=O)C(Cc2ccccc2)SC1=Nc1ccc(C(=O)O)cc1 (stereo not given)	105	-1	13	-1.9	-2	1	-3	18	3	92
O=C(/C=C/c1ccc(Br)cc1)c1ccco1	0.8*	7	40	-4.7	-4	13	1	7	7	1.0*
O=C(CCCCCCN1C(=O)c2ccccc2C1=O)N1CCC(c2ccccc2)C1 (stereo not given)	85	7	2	1.2	/	/	-7	17	1	84
COc1ccc(Nc2ncc(C(=O)O)c3ccccc23)cc1	98	4	11	-3.1	-1	-10	-9	5	-9	97
CC1CCc2c(sc3nc(CN4CCOCC4)nc(Sc4ccccc4)c23)C1 (stereo not given)	62	5	/	-2.1	-13	-7	46*	19	-19	69
Cc1c(NC(=O)Nc2ccc(Cl)cc2)c(=O)n(-c2ccccc2)n1C	103	0	/	1.0	-1	-25	-16	6	2	99
COc1ccc(C2(CNC(=O)c3ccc(OCC(C)C)cc3)CCOCC2)cc1	75	4	-12	2.3	-3	1	7	18	10	81
O=C(Cc1ccccc1)NN1C(=O)C2C3C=CC(C4CC34)C2C1=O (stereo not given)	103	0	/	-1.1	-8	10	-6	5	6	83
CCn1c(=O)c(C(C)=O)nc2ccccc21	102	-1	7	0.7	-1	-16	-46	4	-10	88
COc1cc(/C=N/NC(N)=S)ccc1OCC(=O)Nc1ccc(C)cc1	99	-4	/	0.1	0	-10	-43	26	2	104

Some entries already given, limited to Yeast lifespan up, E-sel TNF inh and BB579 growth dn:
smiles	Yeast lifespan up	E-sel TNF inh	BB579 growth dn
Cc1ccc(SCc2[nH]nc3c2C(c2ccco2)C(C#N)=C(N)O3)cc1 (stereo not given)	0	-44	-10
O=C(Cc1ccccc1)NN1C(=O)C2C3C=CC(C4CC34)C2C1=O (stereo not given)	10	/	-6

(continued)
Compound	PTEN del growth	NPY-Y2 antag	E-sel TNF inh	MRP-1 activ	Phagocyt inh	Yeast lifespan up	BB579 growth dn	Measles CPE	GALR2 antag	bCat KO growth
COc1ccc(CC(=O)OCC(=O)NCCc2ccccc2)cc1OC	95	2	27	0.1	2	6	9	28	0	91
CCOC(=O)c1cnn(-c2ccc(C(C)C)cc2)c1NC(=O)C1CCC1	75	2	11	-2.5	/	-2	14	6	2	86
Cc1nc2ccc(NC(=S)NC(C)C)cc2nc1C	88	2	-30	-2.4	-4	-6	1	10	0	90
CC(C)(C)OC(=O)N1CCCC1C(=O)O (stereo not given)	90	0	-4	-0.7	0	-23	-32	7	-5	95
COc1ccccc1-n1cnc(N)c1C(C)=O	103	2	3	-0.5	-1	-4	-26	19	4	113
CCC(=O)c1cc2c(cc1NC(=O)c1cccs1)OCCO2	79	2	-16	-0.6	-1	-14	-10	3	0	84
COC(=O)Nc1snnc1C	99	-2	-6	-1.9	-2	-14	-31	5	-4	94
O=C(NC1CCCCC1)c1cccc(S(=O)(=O)N2CCOCC2)c1	84	3	/	-0.7	0	-13	-1	19	-9	86
COc1ccccc1Cc1noc(COc2cccc(C)c2C)n1	103	11	-11	1.0	-2	-10	-28	18	-5	103
COC(=O)c1ccc(CSc2nc3c(c(=O)n2-c2ccc(Br)cc2)SCC3)o1	81	14	5	-1.0	-1	18	-46	23	10	91
Cc1cc(Cl)ccc1Nc1ncccc1C(N)=O	86	-4	/	-0.1	-4	-5	-47	13	14	94
CSc1ccc(C#N)cc1NC(=O)c1ccc(Cl)cc1Cl	102	4	4	-2.5	-1	-24	-8	5	6	102
COc1cc(C(=O)Nc2ccc(S(=O)(=O)Nc3nccc(C)n3)cc2)cc(OC)c1OC	92	2	14	-1.0	0	-3	-38	12	1	94
CCN(c1ccccc1)S(=O)(=O)c1ccc(Cl)c(C(=O)NCCc2ccc(OC)cc2)c1	85	8	12	-2.0	-2	2	-15	4	3	89
O=S(=O)(c1cccs1)N1CCCc2ccccc21	93	1	-5	-2.7	0	-27	-35	4	1	89
COc1ccccc1CNC(=O)CSCc1cnn(-c2ccccc2)c1-n1cccc1	93	8	6	-1.2	0	-2	-53	4	5	104
CCCC(=O)NC(c1ccco1)c1c(O)ccc2ccccc12 (stereo not given)	57	1	-20	-1.3	1	7	-48	4	8	62
COc1ccc(NC(=O)C(=O)N2N=C(C(C)C)CC2(O)C(F)(F)F)cc1 (stereo not given)	114	-1	10	0.5	/	0	-40	4	16	100
CCCCOC(=O)CSC1=C(C#N)C(c2ccccc2OCC)C(C#N)C(=O)N1 (stereo not given)	101	2	/	3.6	/	-3	-40	4	4	100
CCOc1ccc(NC(=O)Nc2cc(C)on2)cc1	99	1	-4	-0.7	1	-10	-16	5	-11	90

(continued)
Compound	PTEN del growth	NPY-Y2 antag	E-sel TNF inh	MRP-1 activ	Phagocyt inh	Yeast lifespan up	BB579 growth dn	Measles CPE	GALR2 antag	bCat KO growth
CCc1cc(C(=O)Cc2nc3ccccc3[nH]2)c(O)cc1O	81	-1	5	-1.4	-1	0	-61	5	-4	78
Cn1c(-c2ccccc2)cnc1NCc1cc2c(cc1[N+](=O)[O-])OCO2	71	3	-12	0.0	-2	8	-32	9	1	75
Nc1nc(Nc2ccccc2Br)nc(C(F)(F)F)n1	91	1	-22	0.5	-1	-10	-31	17	-4	99
Cc1cc(C(=O)Nc2c(C)nn(Cc3ccccc3)c2C)on1	93	0	6	0.3	0	-7	0	4	-11	99
C=CCOc1ccc(/C=C/C(=O)Nc2ccc(C(=O)NC)cc2)cc1	86	1	-32	-0.5	-4	-4	-12	6	1	94
O=C(NCc1ccccc1)NS(=O)(=O)c1ccccc1Cl	92	2	-50	0.0	-2	4	5	25	9	102
COc1ccc(C2CC(c3ccccc3OC(C)=O)=NN2C(=O)/C=C/c2ccccc2)cc1OC (stereo not given)	55	8	/	-0.6	-13	2	-40	24	4	60
O=C(CSC1=NCCS1)Nc1nc2ccccc2s1	76	1	9	-6.0	/	/	26	12	11	66
Cc1[nH]c2ccccc2c1C(=O)/C=C/c1ccccc1	6	2	-61	-5.1	-1	-24	-17	4	9	16
CCc1ccc(Nc2nc3ccccc3c(=O)s2)cc1	71	-2	/	1.2	9	3	-57	10	1	88
COc1ccc2c(c1)Cc1sc(NC(=O)c3cccs3)nc1-2	89	-3	-6	-0.9	1	-1	3	12	7	91
O=C(c1cccc(Cl)c1)N1CCN(Cc2ccncc2)CC1	106	2	-41	-1.6	/	-6	-14	5	9	101
Cc1ccc(/C=C/C(=O)OC(C)C(=O)Nc2ccc(Cl)cn2)o1 (stereo not given)	103	5	-9	-1.4	-3	-4	-52	13	-2	96
CCOc1ccc(-c2nnc(N3CCCCC3)c3ccccc23)cc1	74	15	/	-0.4	/	-8	-73	3	11	97
COc1ccc(CNS(=O)(=O)c2ccc3oc(C(=O)O)c(C)c3c2)cc1	94	-1	0	-2.6	/	4	10	11	6	98
Cc1cnc(C(=O)Nc2ccc(C(=O)N3CCCCC3)cc2)cn1	104	0	-9	-0.8	-1	2	-52	1	0	95
COC(=O)c1ccccc1COn1c(=O)c[n+]([O-])c2ccccc21	92	4	-20	-3.3	/	/	-24	24	-18	76
COC(=O)c1c(NC(=O)CSc2nnnn2C)sc(C)c1C	86	1	-22	-3.5	-3	1	-34	7	2	102
NC(=O)C(c1ncc(C(F)(F)F)cc1Cl)c1c(Cl)cccc1Cl (stereo not given)	102	-3	19	-0.9	/	-6	-19	1	5	94
CSc1nnc(NC(=O)c2cc3ccccc3oc2=O)s1	101	2	1	-0.7	0	-9	-22	16	2	102

Next part:
Compound	PTEN del growth	NPY-Y2 antag	E-sel TNF inh	MRP-1 activ	Phagocyt inh	Yeast lifespan up	BB579 growth dn	Measles CPE	GALR2 antag	bCat KO growth
CCOc1ccc(Br)cc1C(=O)Nc1ccc(C(=O)NCC(C)C)cc1	95	2	-10	-3.8	5	-5	5	2	-1	89
COc1ccc(Cc2nnc(N)s2)cc1OC	100	-1	-5	0.8	/	/	-13	16	-3	91
CC(=O)c1ccc(Nc2nc(=O)c3cccnc3s2)cc1	86	-1	16	-2.0	3	-18	-18	3	-15	92
CCOCc1nnc(NC(=O)CSCc2ccccc2)s1	97	0	/	-2.4	/	-5	2	24	2	95
CC(C)CN1CCC(C(=O)NCC2CCCO2)CC1 (stereo not given)	93	2	-25	-2.0	/	/	-40	10	-11	85
N#Cc1c(/N=C/c2ccccc2)oc(-c2ccccc2)c1-c1ccccc1	82	2	-7	-0.6	/	/	-46	0	1	81
COc1cc(C(=O)Nc2cccc(-c3nc4cc(C)cc(C)c4o3)c2)cc(OC)c1OC	90	-2	/	0.6	-1	-8	-62	7	-12	98
CC(C)(C)C(=O)NC1CCN(S(=O)(=O)c2cccc(C(F)(F)F)c2)CC1	92	2	-21	-2.5	-1	-4	-25	17	16	87
COc1ccc(C)cc1S(=O)(=O)NC1CCCC1	114	7	36	-0.3	/	-9	8	28	1	105
CCCC1CCc2c(sc(NC(=O)c3cccs3)c2C(N)=O)C1 (stereo not given)	88	-1	2	0.8	/	-14	-37	4	2	94
O=c1ccccn1Cc1c(Cl)cccc1Cl	94	-1	-7	0.5	/	-14	-4	6	10	101
O=C(NCc1ccco1)N1c2ccccc2Sc2ccccc21	96	1	13	-4.7	1	-28	-23	13	-6	90
COc1cc2c(cc1NC(=O)/C=C/c1ccc([N+](=O)[O-])cc1)oc1ccccc12	95	3	/	-0.7	0	-3	-42	6	5	99
COc1ccccc1-c1nc(-c2ccncc2)no1	97	0	/	-0.4	-2	-16	-20	23	-5	84

Compounds were not picked by outcome. Share with any hit: about 6.3%.
